Bioassay records: PubChem BioAssay, National Center for Advancing Translational Sciences (NCATS)
GCN5L2 inh: inhibitors of human GCN5L2 histone acetyltransferase. GCN5L2 HAT assay, ThioGlo1 CoA-SH fluorescence. 390,000 tested, 0.21% active. Potency, µM (highest dose often 58.9 µM), for inactives: top-dose activity change, negative = inhibition, actives largely listed as inhibitors; active = well fitted inhibition curve with a large enough effect; inconclusive = small, poorly fitted or top-dose-only effect, or another doubt; inactive = no such curve, though single readings can be large or run the other way
Target sequence (Q92830 whole entry, looked up): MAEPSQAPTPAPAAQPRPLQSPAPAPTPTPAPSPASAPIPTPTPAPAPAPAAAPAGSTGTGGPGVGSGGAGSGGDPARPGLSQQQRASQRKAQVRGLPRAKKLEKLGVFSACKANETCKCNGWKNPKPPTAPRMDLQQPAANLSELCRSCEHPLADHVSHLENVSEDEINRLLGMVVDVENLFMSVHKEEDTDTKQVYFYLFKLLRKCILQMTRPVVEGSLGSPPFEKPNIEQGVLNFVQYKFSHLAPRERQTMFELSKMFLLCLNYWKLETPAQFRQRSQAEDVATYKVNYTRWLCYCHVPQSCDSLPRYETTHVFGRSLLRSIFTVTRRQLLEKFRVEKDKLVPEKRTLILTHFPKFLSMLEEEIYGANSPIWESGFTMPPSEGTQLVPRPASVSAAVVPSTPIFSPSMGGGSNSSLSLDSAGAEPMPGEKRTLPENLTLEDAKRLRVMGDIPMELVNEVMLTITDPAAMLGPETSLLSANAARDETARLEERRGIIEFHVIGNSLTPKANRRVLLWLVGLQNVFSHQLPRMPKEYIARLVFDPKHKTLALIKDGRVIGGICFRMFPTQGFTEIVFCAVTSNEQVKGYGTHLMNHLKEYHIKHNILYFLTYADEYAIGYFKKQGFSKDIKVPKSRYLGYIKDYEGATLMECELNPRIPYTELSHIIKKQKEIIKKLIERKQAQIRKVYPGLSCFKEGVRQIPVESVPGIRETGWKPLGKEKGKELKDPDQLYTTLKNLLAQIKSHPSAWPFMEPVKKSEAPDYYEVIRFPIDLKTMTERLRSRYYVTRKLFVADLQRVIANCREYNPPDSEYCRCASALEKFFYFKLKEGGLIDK
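Enzyme at 20nM final was mixed with library compounds for 15 min at room temperature. Peptide H3(1-25) at 75uM, acetyl-CoA at 70uM and ThioGlo1 at 50uM were then added. Plates were read immediately and after 20 min (Ex340nm/Em540nm).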
* = called active by the depositor; & = joins results of further samples; [ ] = another dose, or the depositor's remark. % is set by controls: 0 for no effect and ±100 for the full control effect; potency is the fitted concentration of half-maximal effect.

`CCOC(=O)N1CCC(N2Cc3cccc(C(=O)NCc4ccc(OC)cc4)c3C2=O)CC1` gave GCN5L2 inh -19%.
Screening C=N[C@H](C(=O)N[C@@H]1C(=O)N2[C@@H]1SC(C)(C)[C@@H]2C(=O)O)c1ccccc1 returned GCN5L2 inh -29%[21.4 µM].
COc1ccc(-c2noc(-c3cc(Cl)ccc3Cl)n2)cc1OC was read as GCN5L2 inh -5%.
CCSc1nnc2c(n1)OC(CC)N(C(C)=O)c1ccccc1-2 (stereo unspecified) was read as GCN5L2 inh -5%.
`C/C(N)=C(/C#N)C(=O)COC(=O)c1cc(-c2ccccc2)nc2ccc(Br)cc12` gave GCN5L2 inh -2%.
CSc1nc(N2CCN(CCO)CC2)c2sc3nc(-c4ccco4)c4c(c3c2n1)CCC4 was read as GCN5L2 inh -4%.
Screening COc1cc([C@@H]2CC(=O)c3c(O)cc(O)cc3O2)ccc1O returned GCN5L2 inh 6%.
`O=c1c2sccc2nc(SCc2cc(=O)n3ccccc3n2)n1Cc1ccccn1` gave GCN5L2 inh -5%.
Screening O=C(O)[C@@H]1CCCNC1 returned GCN5L2 inh 0%[21.4 µM].
Screening CCOC(=O)c1c(NC(=O)c2cc3ccccc3c(=O)o2)sc2c1CCC(C)C2 (stereo unspecified) returned GCN5L2 inh 2%.
`O=C(NCCc1ccccc1)c1ccncc1` gave GCN5L2 inh 18%.
`Cc1ccc(CNC(=O)CSc2ncc(S(=O)(=O)c3ccc(C)c(Cl)c3)c(=O)[nH]2)cc1` gave GCN5L2 inh -6%.
Screening Cc1cc(C)nc(-n2nc(C)cc2NC(=O)c2cccc(S(=O)(=O)N3CCCCC3)c2)n1 returned GCN5L2 inh -12%.
Screening COC(=O)c1cc(CNC(=O)c2cccc(Cl)c2Cl)ccc1OC returned GCN5L2 inh -8%.
`Cc1ccc2cc(C#N)c(SCC(=O)NCC3CCCO3)nc2c1C` (stereo unspecified) gave GCN5L2 inh -1%.

Quoted at random: 3 records from the list
Screening O=C(O)[C@@H]1CCCNC1 returned GCN5L2 inh 0%[21.4 µM].
`O=C(NCCc1ccccc1)c1ccncc1` gave GCN5L2 inh 18%.
`Cc1ccc(CNC(=O)CSc2ncc(S(=O)(=O)c3ccc(C)c(Cl)c3)c(=O)[nH]2)cc1` gave GCN5L2 inh -6%.

(more compounds)
For Cc1ccc2c(c1)-n1c(nc3cc(Cl)ccc3c1=O)C(CC(C)C)NC2=O (stereo unspecified) the results were GCN5L2 inh 3%.
For C#CCOCCOCCOCCNc1nc(N2CCN(C(=O)[C@H](CCCCN)n3cc(C(N)COC(=O)C(F)(F)F)nn3)CC2)nc(N2CCN(C(=O)[C@H](CCCCN)n3cc(C(N)CC(C)C)nn3)CC2)n1 (stereo partly specified) the results were GCN5L2 inh -2%.
For O=C(NCCCN1CCOCC1)c1ccc(Br)cc1Br the results were GCN5L2 inh -5%.
`CCCCCCCC(=O)N/N=C(\C)c1ccc(N)cc1` gave GCN5L2 inh -15%.
Screening C[C@@H](NC(=O)CN(c1ccccc1)S(=O)(=O)N(C)C)c1ccccc1 returned GCN5L2 inh -8%.
Cc1n[nH]c(C)c1Sc1ccccc1N=Cc1cc([N+](=O)[O-])ccc1O was read as GCN5L2 inh inconclusive.
For O=C(c1ccco1)N1CCN(c2ncnc3c2[nH]c2ccccc23)CC1 the results were GCN5L2 inh -4%.
Cc1ccc(S(=O)(=O)N2CCSC2=Nc2ccccc2)cc1 was read as GCN5L2 inh -17%.
For COc1cc(/C=N\Nc2ccc([N+](=O)[O-])cn2)ccc1OCC(=O)O the results were GCN5L2 inh -6%.
`COc1ccc(CNC(=O)CSc2ncc(S(=O)(=O)c3ccc(C)c(Cl)c3)c(=O)[nH]2)cc1` gave GCN5L2 inh 19%.
COC(=O)[C@@]1(Cc2ccc(OC)cc2)[C@H]2c3cc(C(=O)N(C)C)n(CCc4ccc(OC)c(Br)c4)c3C[C@H]2CN1C(=O)c1ccccc1 was read as GCN5L2 inh -13%.
For O=C1CCN(N=Nc2cccc(Cl)c2)N1 the results were GCN5L2 inh -15%.
For C[C@@H](c1ncncc1F)[C@](O)(Cn1cncn1)c1ccc(F)cc1F the results were GCN5L2 inh -3%.
Screening Nc1nc2[nH]cc(CCc3ccc(C(=O)NC(CCC(=O)O)C(=O)O)cc3)c2c(=O)[nH]1 (stereo unspecified) returned GCN5L2 inh -2%.
`COc1ccc(N2C(=O)CSC23C(=O)N(Cc2ccc(C)cc2)c2ccccc23)cc1Cl` (stereo unspecified) gave GCN5L2 inh -13%.

Of the compounds above, these contain two or more sulfur atoms:
CSc1nc(N2CCN(CCO)CC2)c2sc3nc(-c4ccco4)c4c(c3c2n1)CCC4 was read as GCN5L2 inh -4%.
`O=c1c2sccc2nc(SCc2cc(=O)n3ccccc3n2)n1Cc1ccccn1` gave GCN5L2 inh -5%.
`Cc1ccc(CNC(=O)CSc2ncc(S(=O)(=O)c3ccc(C)c(Cl)c3)c(=O)[nH]2)cc1` gave GCN5L2 inh -6%.
Cc1ccc(S(=O)(=O)N2CCSC2=Nc2ccccc2)cc1 was read as GCN5L2 inh -17%.
`COc1ccc(CNC(=O)CSc2ncc(S(=O)(=O)c3ccc(C)c(Cl)c3)c(=O)[nH]2)cc1` gave GCN5L2 inh 19%.

Later entries.
For Cc1ccc(S(=O)(=O)N(C)S(=O)(=O)c2ccc(C#N)cc2)cc1 the results were GCN5L2 inh -6%.
CC(=O)Nc1cccc(-c2nnc(SCC(=O)c3ccc([N+](=O)[O-])cc3)o2)c1 was read as GCN5L2 inh -8%.
`COc1ccc2[nH]cc(CCN=C(NC(=O)c3cccc(Cl)c3)Nc3nc(C)cc(C)n3)c2c1` gave GCN5L2 inh -5%.
COc1ccccc1C(=O)NC(=S)Nc1ccccc1N1CCCC1 was read as GCN5L2 inh -21%.
For CSCC[C@H](NC(=O)[C@H](CC(C)C)NC(=O)[C@H](CO)NC(=O)[C@H](CCC(=O)O)NC(=O)[C@H](CC(C)C)NC(=O)[C@H](Cc1ccc(O)cc1)NC(=O)[C@H](CCCCN)NC(=O)[C@H](CCCCN)NC(=O)[C@H](C)NC(=O)[C@H](CO)NC(=O)[C@H](CC(C)C)NC(=O)[C@H](CCC(N)=O)NC(=O)CNC(=O)[C@H](CC(C)C)NC(=O)[C@H](CC(C)C)NC(=O)[C@H](CCCCN)NC(=O)[C@H](CO)NC(=O)[C@H](Cc1ccccc1)NC(=O)[C@H](CC(=O)O)NC(=O)[C@H](CO)NC(=O)[C@@H](NC(=O)[C@H](Cc1ccccc1)NC(=O)[C@@H](NC(=O)CNC(=O)[C@H](CC(=O)O)NC(=O)[C@H](C)NC(=O)[C@@H](N)Cc1cnc[nH]1)C(C)C)[C@@H](C)O)C(N)=O the results were GCN5L2 inh -3%.
`COc1ccc2c(c1OC)C(=O)OC2[C@H]1c2c(cc3c(c2OC)OCO3)CCN1C` (stereo partly specified) gave GCN5L2 inh -1%[21.4 µM].
For C=C(NC(=O)C(=C)NC(=O)c1csc(C2=N[C@@H]3c4csc(n4)[C@@H]4NC(=O)c5csc(n5)[C@@H]([C@](C)(O)[C@H](C)O)NC(=O)[C@@H]5CSC(=N5)/C(=C/C)NC(=O)[C@@H]([C@H](C)O)NC(=O)c5csc(n5)[C@]3(CC2)NC(=O)[C@@H](C)NC(=O)C(=C)NC(=O)[C@@H](C)NC(=O)[C@@H]([C@@H](C)CC)N[C@H]2C=Cc3c([C@H](C)O)cc(nc3[C@@H]2O)C(=O)O[C@H]4C)n1)C(N)=O the results were GCN5L2 inh -19%[21.4 µM].
For CC(NC(=O)C1CCC(CNS(=O)(=O)c2ccccc2)CC1)c1ccc2c(c1)OCCO2 (stereo unspecified) the results were GCN5L2 inh -3%.
`CC(C)(C)OC(=O)N1CCC(c2nnc(SCc3ccccc3)o2)CC1` gave GCN5L2 inh -11%.
Screening CC(C)Cn1cnc2c(c1=O)c1nc3ccccc3nc1n2Cc1ccc2c(c1)OCO2 returned GCN5L2 inh -1%.
`N#Cc1ccsc1NC(=O)CN1C(=O)NC2(CCCC2)C1=O` gave GCN5L2 inh -11%.
`Cc1ccc(F)c(NC(=S)Nc2cccc3ccccc23)c1` gave GCN5L2 inh -4%.
CO/N=C(\C(=O)NC1C(=O)N2C(C(=O)OCOC(=O)C(C)(C)C)=C(/C=C\c3scnc3C)CSC12)c1csc(N)n1 (stereo unspecified) was read as GCN5L2 inh -15%.
For COc1ccc(N(CC(=O)NCCC2=CCCCC2)S(=O)(=O)c2ccc(C)cc2)cc1 the results were GCN5L2 inh -4%.
Screening COc1ccc2cc(CNc3ccc(OC)c(OC)c3)c(=O)n(CC(=O)Nc3ccc(C)cc3)c2c1 returned GCN5L2 inh -13%.
CN(C)c1ccc(CNc2nc3ccccc3s2)cc1 was read as GCN5L2 inh 0%.
For Cc1cccc2cc(C(c3nnnn3CC3CCCO3)N3CCCC4(CCCCC4)C3)c(=O)[nH]c12 (stereo unspecified) the results were GCN5L2 inh 3%.
For COc1ccccc1/C=C1\SC(=S)N(CC(=O)Nc2nnc(C)s2)C1=O the results were GCN5L2 inh 2%.
`Cn1c(=O)c2c3c(sc2n2c(SCc4ccccc4)nnc12)CCCC3` gave GCN5L2 inh 1%.
Cc1csc(CNc2ncnc3ccc(-c4ccccc4Cl)cc23)c1 was read as GCN5L2 inh -11%&-8%.
CN(C(=O)c1c(Br)cnn1C)C12CC3CC(CC(C3)C1)C2 was read as GCN5L2 inh 0%.
`CC(C)ON([C@@H](C(=O)NO)C(C)C)S(=O)(=O)c1ccc(-c2ccccc2)cc1` gave GCN5L2 inh inconclusive.
Screening CSCC[C@H](NC(=O)[C@H](CCCN=C(N)N)NC(=O)[C@@H]1CCCN1C(=O)[C@H](Cc1ccccc1)NC(=O)[C@H](C)NC(=O)[C@H](CC(C)C)NC(=O)[C@H](Cc1ccc(O)cc1)NC(=O)[C@H](CC(N)=O)NC(=O)[C@@H](N)CCSC)C(N)=O returned GCN5L2 inh -12%.
`CN(C)S(=O)(=O)c1cc(NC(=O)c2cc(=O)[nH]c3ccccc23)ccc1Cl` gave GCN5L2 inh 0%.
CN(Cc1ccco1)c1ncnc2ccc(-c3cccc(Cl)c3)cc12 was read as GCN5L2 inh -4%.
For Cc1cccc(C2=N[C@@H](Cc3ccccc3)CO2)c1 the results were GCN5L2 inh 12%[88.6 µM].
Screening CCOC(=O)C1CCN(C(=O)c2c(C)nn(-c3ccc(F)cc3)c2-n2cccc2)CC1 returned GCN5L2 inh -7%.
`Cn1c2ccsc2c2ncn(Cc3ccc(F)cc3)c(=O)c21` gave GCN5L2 inh -3%&-8%.
Screening Cc1nc(NC(=O)COc2ccc(Cl)cc2)sc1C(=O)N(C)C returned GCN5L2 inh 3%.
`Cc1ccc(-n2c(SCC(=O)N3CCCC3)nc3c(c2=O)SCC3)cc1` gave GCN5L2 inh -4%.
Cc1ccc(S(=O)(=O)N(C(=N)N)c2nc(N(C)C)nc(N(C)C)n2)cc1 was read as GCN5L2 inh -6%.
Screening COC(=O)c1c(NC(=O)CN2CCC(C)CC2)c2c(C)cccc2n1C returned GCN5L2 inh -1%.
C[C@H](NC(=O)[C@@H](N)Cc1ccc(O)cc1)C(=O)NCC(=O)N[C@H]1CSSC[C@@H](C(=O)O)NC(=O)[C@H](CO)NC(=O)[C@H]([C@@H](C)O)NC(=O)[C@H](Cc2ccccc2)NC(=O)[C@H]([C@@H](C)O)NC(=O)[C@H](CCCCN)NC(=O)[C@H](Cc2c[nH]c3ccccc23)NC(=O)[C@H](Cc2ccccc2)NC(=O)[C@H](Cc2ccccc2)NC(=O)[C@H](CC(N)=O)NC(=O)[C@H](CCCCN)NC1=O was read as GCN5L2 inh 37%[activator].
CCO[C@H]1OC(C(=O)O)=C[C@@H](C2CC2)[C@@H]1CCCO was read as GCN5L2 inh -2%.
COc1cccc(OCCOCCNCCO)c1 was read as GCN5L2 inh -3%.
For CC[C@H](C)[C@H](NC(=O)[C@H](CC(N)=O)NC(=O)[C@H](CCCCN)NC(=O)[C@H](Cc1ccccc1)NC(=O)[C@H](Cc1ccccc1)NC(=O)[C@H](Cc1cnc[nH]1)NC(=O)[C@@H](N)C(C)C)C(=O)N[C@H](C(=O)N[C@H](C(=O)N1CCC[C@H]1C(=O)N[C@@H](CCCN=C(N)N)C(=O)N[C@H](C(=O)N1CCC[C@H]1C(=O)O)[C@@H](C)O)[C@@H](C)O)C(C)C the results were GCN5L2 inh -20%.
For O=C(COc1ccc(F)cc1Cl)Nc1nc(-c2ccccn2)cs1 the results were GCN5L2 inh -3%.
For Oc1ccccc1-c1cc(C(F)(F)F)[nH]n1 the results were GCN5L2 inh -3%.
COc1ccc(OCC(=O)N2CCN(C(=O)c3ccc(OC)cc3)CC2)cc1 was read as GCN5L2 inh -2%.
COc1ccc(CNc2nc3c(c(C(F)(F)F)n2)CCCCC3)cc1 was read as GCN5L2 inh -8%.
`COc1ccc(CCNC(=O)C(NS(=O)(=O)c2ccc3c(c2)CCN3C(C)=O)C(C)C)cc1OC` (stereo unspecified) gave GCN5L2 inh -2%.
For Cc1ccc2cccc(NC(=O)c3cccc4c(Cl)cccc34)c2n1 the results were GCN5L2 inh 3%.
`C1OCOCO1` gave GCN5L2 inh -15%.
For CCOc1ccc(NC(C)C(=O)N/N=C/c2ccc([N+](=O)[O-])cc2)cc1 (stereo unspecified) the results were GCN5L2 inh -4%.
For Cc1c2cnn(CC(=O)Nc3c(F)c(F)cc(F)c3F)c(=O)c2c(C)n1Cc1ccc(F)cc1 the results were GCN5L2 inh -20%.
Screening Cc1cccc(-c2ccc3ncnc(NCc4cc(C)cs4)c3c2)c1 returned GCN5L2 inh -16%.
Clc1cccc(-c2nnc3sc(-c4ccc5c(c4)OCO5)nn23)c1 was read as GCN5L2 inh -8%.

This is a subset; the hit share may differ from the screen's.
